# HTR1A agonist – human 5-HT1a receptor agonists, primary screen, cell-based, CHO, Ga15 NFAT-bla reporter. CHO 5-HT1a Ga15 NFAT-bla reporter, FRET ratio; 0% basal, 100% maximal reference agonist. activation, % at 10 µM. actives 0.56% (n = 65,000). AID 567, 2006;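 active = activation above the screen-wide mean activation plus 3 SD, cut at about 19% in these data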;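 note: 0% = DMSO wells and 100% = 5-CT at EC100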
# S1P1 ag pot – S1P1 agonists and agonism potentiators, primary screen, cell-based, primary and confirmation screens, CRE-bla reporter; activation, % at 9.5 µM; S1P1 CRE-bla cells, forskolin, beta-lactamase FRET, potentiator mode; S1P1 agonist co-added at EC20, 2 nM; 100% = saturating reference agonist, 0% = basal; AID 449, 2006; actives 0.57% (n = 56,000); Sphingosine 1-phosphate receptor 1 (Homo sapiens), P21453;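 active = activation above a cutoff set at the mean activation of all tested compounds plus 3 SD, cut at about 54% in these data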;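 note: forskolin at 4 µM as EC80 and the EC20 agonist is SEW2871; 100% = SEW2871 at its EC100 plus forskolin at EC80; some compounds past the cut are filed as inactive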
# Target sequence (P21453 whole entry, looked up): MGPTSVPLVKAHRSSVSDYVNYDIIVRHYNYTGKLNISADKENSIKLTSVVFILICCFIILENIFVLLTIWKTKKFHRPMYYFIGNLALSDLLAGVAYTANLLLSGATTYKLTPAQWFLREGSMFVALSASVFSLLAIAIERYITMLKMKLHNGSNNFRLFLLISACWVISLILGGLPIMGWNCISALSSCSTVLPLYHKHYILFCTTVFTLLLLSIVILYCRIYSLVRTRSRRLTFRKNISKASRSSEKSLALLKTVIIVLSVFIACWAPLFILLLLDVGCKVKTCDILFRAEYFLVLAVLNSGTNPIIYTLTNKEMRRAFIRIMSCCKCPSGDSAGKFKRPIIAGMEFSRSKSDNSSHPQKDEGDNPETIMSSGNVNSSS
# M1 ag – M1 muscarinic receptor agonists, primary screen, CHO-M1 cells, Fluo-4 calcium, agonist mode. Fluo-4 calcium fluorescence; active compounds read high. B-score at 10 µM. actives 3% (n = 64,000). Muscarinic acetylcholine receptor M1;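 active = fluorescence rise, raw or as B-score row- and column-corrected plate score, outside the 99.7% band of its plate's samples, either direction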
# 5HT1E ag – 5-HT1E receptor agonists, primary screen, cell-based, HTS; CHO 5-HT1E Ga15 NFAT-bla reporter, FRET; 0% DMSO wells, 100% control agonist wells; activation, % at 6 µM; actives 0.69% (n = 65,000);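 active = activation above a set limit, the screen-wide mean activation plus 3 SD, cut at about 8.5% in these data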;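 note: 100% = positive control agonist at 1 µM giving full maximal response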
# 5-HT1A blocker – human 5-HT1a receptor antagonists, primary screen, cell-based, CHO, Ga15 NFAT-bla reporter | 5-hydroxytryptamine receptor 1A (Homo sapiens), P08908 | CHO 5-HT1a Ga15 NFAT-bla reporter, antagonist mode | inhibition, % at 10 µM | actives 0.68% (n = 62,000) | AID 612, 2007;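 active = inhibition above the mean of all tested compounds plus 3 SD, cut at about 43% in these data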;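 note: receptor stimulated by 5-CT agonist at 100 nM near EC80; beta-lactamase reporter measured by ratiometric fluorescence of a cleavable substrate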
# Jurkat tox 60K – cytotoxicity toward Jurkat T cells, primary screen, cytotoxicity control, cell-based, Jurkat E6.1, 60K MLSMR library | actives 1.2% (n = 56,000) | inhibition, % at 4 µM | Jurkat E6.1 viability, ATP luminescence, 48 h;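 active = inhibition above the mean inhibition of all tested compounds plus 3 SD, cut at about 28% in these data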
# S1P3 ag – human S1P3 receptor agonists, primary screen, cell-based, primary and confirmation, NFAT-BLA reporter | actives 0.1% (n = 60,000) | activation, % at 4.5 µM | AID 373, 2006 | S1P3 NFAT-BLA reporter cells, agonism, FRET ratio; relative to 1 µM S1P, basal subtracted;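 active = activation above the screen-wide mean plus 3 SD, cut at about 4.5% in these data, passing the limit was not always enough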; note: some compounds called inactive have numbers as strong as hits
#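 Material: Human S1P3 NFAT-BLA reporter CHO cells | Incubation: Overnight plating, 4 h compound 37 °C, 2 h substrate RT | Signal: FRET β-lactamase substrate fluorescence, excitation 405 nm, 460/535 nm emission ratio, background-subtracted | Compound: 4.5 µM final, single dose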
# M1 antagonist – antagonists of rat M1 muscarinic receptor; Muscarinic acetylcholine receptor M1 (Rattus norvegicus), P08482; CHO-M1 cells, Fluo-4 calcium, ACh EC80 antagonist mode; active compounds read low; B-score at 10 µM; actives 3.4% (n = 64,000); AID 628, 2007;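 active = calcium fluorescence response, raw or row-and-column corrected B-score, differing from the plate sample mean either way at a set confidence level, mostly lower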
# Target sequence (P08482 whole entry, looked up): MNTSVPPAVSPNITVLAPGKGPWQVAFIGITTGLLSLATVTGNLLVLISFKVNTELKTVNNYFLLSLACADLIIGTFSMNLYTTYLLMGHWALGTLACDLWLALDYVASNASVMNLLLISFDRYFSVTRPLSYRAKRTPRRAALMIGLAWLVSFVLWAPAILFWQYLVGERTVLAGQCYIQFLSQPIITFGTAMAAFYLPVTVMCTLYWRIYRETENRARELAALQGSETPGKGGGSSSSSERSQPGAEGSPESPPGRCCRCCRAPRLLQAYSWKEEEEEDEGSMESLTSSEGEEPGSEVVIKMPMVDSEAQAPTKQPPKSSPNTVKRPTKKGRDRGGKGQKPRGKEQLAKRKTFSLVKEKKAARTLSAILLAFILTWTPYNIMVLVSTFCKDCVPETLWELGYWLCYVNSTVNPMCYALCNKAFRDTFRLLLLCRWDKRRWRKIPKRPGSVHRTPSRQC
# HTR1E antagonist – 5-HT1E receptor antagonists, primary screen, cell-based, HTS; inhibition, % at 6 µM; actives 0.99% (n = 65,000); CHO 5-HT1E Ga15 NFAT-bla reporter, FRET, antagonist; 5-hydroxytryptamine receptor 1E (Homo sapiens), P28566;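 active = inhibition above a set limit, the mean inhibition across every tested compound plus 3 SD, cut at about 29% in these data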;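 note: signal is the 460 over 535 nm emission ratio of beta-lactamase substrate; 0% = agonist plus DMSO wells and 100% = wells without agonist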
# Active calls of the source: *; · = not tested or not shown.
# Fields – HTR1A agonist	S1P1 ag pot	M1 ag	5HT1E ag	5-HT1A blocker	Jurkat tox 60K	S1P3 ag	M1 antagonist	HTR1E antagonist
- O=C(NCc1ccco1)c1ccc2c(=O)n(Cc3ccco3)c(SCC(=O)N3CCCC3)nc2c1
    1.4	·	0.772	0.2	-12.4	·	·	-0.422	0.3
- CCOc1ccccc1C(=O)Nc1ccc(S(=O)(=O)N2CCOCC2)cc1
    -0.8	0.3	0.234	0.1	1.9	-1.2	0.7	-0.539	14.9
- O=C(NCC1CCCO1)C1CC(=O)N(c2ccc(F)c(Cl)c2)C1 (configuration not stated)
    0.3	-10.8	0.0271	1.0	-15.2	-4.5	-0.2	0.179	-5.2
- O=S(=O)(NCCc1cn2ccccc2n1)c1ccc(F)c(C(F)(F)F)c1
    -3.4	-2.5	0.246	0.2	0.0	-4.2	-0.4	-0.665	5.4
- CC1CC(C)CN(S(=O)(=O)c2ccc(C(=O)N3CCN(c4ccccc4)CC3)cc2)C1 (configuration not stated)
    -0.4	39.3	-0.466	-0.4	13.0	11.1	-1.3	-1.72	1.8
- CC(O)(C#CCN1CCOCC1)c1ccccc1 (configuration not stated)
    0.0	8.0	0.476	0.4	·	·	-2.5	0.356	-7.0
- C=CCOC(=O)C1=C(C)OC(N)=C(C#N)C1c1ccc2c(c1)OCO2 (configuration not stated)
    -1.9	4.8	-0.0714	-0.2	9.5	-2.0	1.2	0.441	1.6
- CCOc1ccc(C(=O)Nc2c3c(nn2C(C)(C)C)CSC3)cc1OCC
    1.7	·	-0.101	-0.1	-3.9	·	·	0.0246	-3.7
- Cc1cc(NS(=O)(=O)c2ccc(NC(=O)c3ccco3)cc2)no1
    -2.8	-25.1	-0.749	0.2	-11.5	6.2	-1.2	-0.928	-8.9
- Nn1c(SCC(=O)NCc2ccccc2)nnc1C1CC1
    -0.3	-22.4	0.059	0.7	-6.4	-1.6	0.3	-0.00827	-11.8

# Next section; the last four above are carried over.
# Fields – HTR1A agonist	S1P1 ag pot	M1 ag	5HT1E ag	5-HT1A blocker	Jurkat tox 60K	S1P3 ag	M1 antagonist	HTR1E antagonist
- C=CCOC(=O)C1=C(C)OC(N)=C(C#N)C1c1ccc2c(c1)OCO2 (configuration not stated)
    -1.9	4.8	-0.0714	-0.2	9.5	-2.0	1.2	0.441	1.6
- CCOc1ccc(C(=O)Nc2c3c(nn2C(C)(C)C)CSC3)cc1OCC
    1.7	·	-0.101	-0.1	-3.9	·	·	0.0246	-3.7
- Cc1cc(NS(=O)(=O)c2ccc(NC(=O)c3ccco3)cc2)no1
    -2.8	-25.1	-0.749	0.2	-11.5	6.2	-1.2	-0.928	-8.9
- Nn1c(SCC(=O)NCc2ccccc2)nnc1C1CC1
    -0.3	-22.4	0.059	0.7	-6.4	-1.6	0.3	-0.00827	-11.8
- Cc1ccc(N2C(=O)SC(N(CC(=O)O)c3cccc(C)c3)C2=O)cc1 (configuration not stated)
    -0.4	·	-0.259	0.4	-9.2	·	·	-0.0412	-7.6
- COc1ccc(NC(=O)c2oc3ccccc3c2NC(=O)c2ccco2)cc1
    -2.5	10.9	-0.717	0.5	27.6	-4.9	-0.7	0.71	19.3
- CCCn1c(N)c(Sc2ccc(Cl)cc2)c(=O)n(CCC)c1=O
    -1.4	8.9	0.115	0.7	-9.1	1.6	-0.2	-0.414	-10.7
- Cc1ccc(-n2c(=O)cc(N3CCN(C(=O)c4ccco4)CC3)[nH]c2=O)cc1
    -2.9	-13.5	-0.58	1.0	-8.8	-0.4	-0.7	0.0966	-1.0
- O=C(CCS(=O)(=O)Cc1ccccc1F)N1CCc2ccccc2C1
    -1.9	20.1	0.0876	0.1	-2.7	-3.5	0.6	0.0171	11.9
- Cc1ccccc1OCCn1c(=O)oc2ccccc21
    -0.2	-11.8	2.19	0.3	-4.1	-1.9	-0.3	-0.129	-3.6
- CCCN(CCC)C(=O)CCS(=O)(=O)c1cccc2nsnc12
    -0.9	·	-2.01	-0.9	-2.7	·	·	-0.046	8.1
- COC(=O)c1c(-c2ccccc2)csc1NC(=O)c1ccco1
    3.0	13.8	-0.442	1.0	7.4	0.0	0.9	0.606	7.0
- c1ccc(N2CCN(c3nc4cc5c(cc4s3)OCO5)CC2)cc1
    -0.6	-4.4	-1.02	2.6	-10.4	2.6	-0.5	0.0923	-12.0
- CC(C)n1c(SCc2ccc(Cl)cc2)nc2c1c(=O)[nH]c(=O)n2C
    -0.2	-49.0	-0.144	1.6	-12.8	-5.6	-0.8	0.0925	17.1
- O=C(Nc1ccccc1N1CCN(C(=O)c2ccccc2)CC1)c1ccc2c(c1)OCO2
    60.0*	-1.0	2.96*	0.9	-13.1	4.3	0.2	-0.467	-9.5
- CCC(C)c1c(O)nc(SCc2ccccc2)[nH]c1=O (configuration not stated)
    -3.1	-3.5	·	0.0	8.1	-2.6	0.5	·	-1.5
- Cc1cc(NC(=O)CSc2nnc(-c3ccncc3)n2N)ccc1Br
    4.6	-13.7	-1.65	0.7	-5.3	-4.6	-1.0	0.237	-1.0
- Cc1nn2c(-n3ccnc3)c3c(nc2c1-c1ccccc1)CCC3
    1.5	-28.4	0.599	0.0	3.6	-3.1	0.4	0.228	-1.7
- COc1ccc(OC)c(C2/C(=C(/O)c3ccccc3)C(=O)C(=O)N2Cc2ccco2)c1 (configuration not stated)
    -0.7	13.6	0.353	-0.9	·	·	-4.0	0.478	2.5
- N#Cc1cnn(Cc2ccccc2)c1/N=C/N1CCOCC1
    0.0	-16.0	-0.225	0.1	-3.9	-1.4	-1.1	-0.327	6.2
- Cc1cc(C)nc(N2CCC(CNC(=O)CCc3ccccc3)CC2)n1
    1.2	12.8	-0.742	0.3	1.0	-5.7	0.1	0.00181	-2.9
- C#CCOC(=O)CCC(=O)Nc1cc(OC)nc(OC)n1
    0.6	-2.5	0.227	0.1	-0.6	5.9	-0.2	-0.416	-0.5
- Fc1ccc(COc2ccc(/C=N/n3cnnc3)cc2)cc1
    -1.5	64.5*	1.8	1.1	1.5	7.3	-1.4	1.39	3.7
- Fc1cccc(CN2CCCCCCC2)c1
    -3.2	8.9	0.217	-0.7	2.3	5.6	-1.0	-0.432	0.5
- CCN1CCN(c2ccc(-n3c(C)nc4c(cnn4-c4ccccc4Cl)c3=O)cc2)CC1
    -1.9	1.4	0.188	-0.9	4.3	0.7	0.4	-1.62	5.7
- O=C(CCCCCn1c(=S)[nH]c2cc3c(cc2c1=O)OCO3)N1CCN(Cc2ccccc2)CC1
    -0.1	·	-0.049	-0.2	0.1	·	·	-0.471	-5.6
- CC1CCN(CCCNC(=O)c2coc3nc4ccccc4nc23)CC1
    -2.6	-28.3	-0.273	0.9	-5.1	10.4	0.4	-4.84*	-4.0
- COc1ccc(NC(=O)c2ccco2)cc1NC(=O)c1c(F)c(F)c(OC)c(F)c1F
    -1.1	·	0.362	-0.5	12.6	3.1	-1.0	-0.94	8.2
- CC(C)Cc1nc(NCCN2CCOCC2)c(C#N)c2c1COC(C)(C)C2
    3.0	-9.0	-0.749	-0.6	·	·	-1.6	-0.32	-6.1
- CCCCc1ccc(C2C(C#N)=C(N)SC(N)=C2C#N)s1
    -4.8	54.3	-1.79	-0.1	7.6	-3.7	-0.5	-1.07	5.4
- COc1ccc(C(C)(C)C)cc1NC(=O)C1CC=CCC1C(=O)O (configuration not stated)
    -3.7	9.3	0.75	0.5	-0.7	0.1	-1.6	0.671	-4.9
- COc1cccc(-n2c(Cc3cc(=O)[nH]c(=O)[nH]3)nnc2SCC(=O)N2CCCC2)c1
    -3.1	-21.2	-1.89	-0.3	8.7	-4.8	0.9	-0.172	-3.3
- O=c1[nH]c(Nc2ccccc2)cc2ccccc12
    2.2	-21.0	5.49*	1.5	-11.1	1.6	-0.8	-0.371	-12.2
- CCCCOC(=O)C1=C(C)Nc2nnnn2C1c1ccc(OC)c(OC)c1OC (configuration not stated)
    -2.7	-25.4	-0.748	2.0	-8.9	1.1	-0.5	-0.00314	8.8
- CCC(C)(C)NC(=O)CN(C(=O)CNS(=O)(=O)c1ccccc1)c1ccccc1
    -1.8	6.2	0.248	-0.8	5.2	3.2	-0.8	0.254	1.8
- COc1ccc(C2C(C(=O)N3CCN(C)CC3)c3ccccc3C(=O)N2C2CCCCC2)cc1 (configuration not stated)
    -2.2	-7.1	0.0908	-0.9	-3.2	15.9	-0.4	-0.593	14.3
- O=C(CCN1C(=O)COc2ccccc21)NCCN1CCN(c2ccccc2F)CC1
    -2.0	-7.2	-0.784	1.3	12.3	5.7	-0.9	-0.188	1.4
- Cc1ccc(CC(=O)NCC(C)C)cc1
    -2.7	6.6	-0.63	-0.2	-2.6	-0.6	0.3	1	1.1
- COc1ccc(S(=O)(=O)Cc2ccc(C(=O)NC3CCCC3)o2)cc1
    -0.7	-3.4	-0.637	0.6	2.6	6.3	-1.3	-0.13	0.6
- CC1(C)CC(=O)N(CC(=O)O)c2ccccc2S1(=O)=O
    -0.2	-12.8	1.18	-0.7	2.0	-1.5	0.1	0.225	-10.4
- CCc1ccccc1N1CSC2=C(C#N)C(c3ccccc3F)CC(=O)N2C1 (configuration not stated)
    -1.8	-17.7	-0.657	0.4	13.4	-5.8	0.7	0.00556	0.4
- Cc1nnc(NC(=O)C2COc3ccccc3O2)s1 (configuration not stated)
    -0.9	·	0.0655	0.6	-7.8	-1.4	-0.8	-0.00735	-6.4
- COC(=O)c1ccc2c(c1)N(Cc1nc(-c3cccc(C)c3)oc1C)C(=O)C1CCCN21 (configuration not stated)
    0.2	-21.9	1.29	0.4	5.0	0.7	-0.2	-0.432	-0.1
- Cn1c(=O)c2c(nc(SCc3cc4c(cc3Cl)OCO4)n2C)n(C)c1=O
    -1.6	-10.4	-0.0152	0.7	-10.6	-6.2	-0.7	0.116	-5.2
- O=C(c1ccco1)N1CCN(C(c2ccccc2Cl)c2nnnn2Cc2ccco2)CC1 (configuration not stated)
    -2.7	18.4	11.8*	0.1	13.3	2.6	-1.0	-0.627	-5.3
- COc1cc(C)nc(NS(=O)(=O)c2ccccc2)n1
    -1.1	-15.3	0.943	1.1	-7.9	-2.9	-1.3	1.71	-1.0
- CCC(C)NC(=O)CN(c1ccc(OC)cc1)S(=O)(=O)c1ccc(NC(C)=O)cc1 (configuration not stated)
    -0.1	-33.7	·	0.3	-8.3	3.9	-1.9	·	-5.8
- COC(=O)NCc1cc2cc(Cl)ccc2[nH]1
    -2.4	12.4	0.334	-0.2	18.7	6.8	-1.2	-0.155	9.3
- c1ccc2c(c1)ncn2CCC1CCCCC1
    -0.3	·	0.535	0.3	10.2	-1.3	0.8	-0.226	8.9
